High-throughput results from PubChem.
TDP43 rescue = qHTS of TDP-43 Inhibitors | TDP-43 expressing yeast growth rescue, BacTiter-Glo, 24 h | Potency, µM (series often up to 46.1 µM), for the others: at the top dose growth rescue (activation), hits mostly activators | 410,000 compounds, 1.8% hits; further: potency means the concentration at half of the fitted maximal effect; % of control where 0% means no effect; nearly all actives have a fitted effect of over 50% in size
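Readout is BacTiter-Glo luminescence of cell growth, so inhibitors register as activators. TDP-43-expressing yeast at OD600=0.02 in galactose medium, after raffinose pregrowth to mid-log, were incubated with compound for 24 hr at 30 deg C.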
GLP1R inv ag = qHTS of GLP-1 Receptor Inverse Agonists (Inhibition Mode); Glucagon-like peptide 1 receptor (Homo sapiens), P43220; HEK293 GLP-1R CRE-luciferase, luminescence, 24 h; GLP-1R form is constitutively active; Potency, µM (highest dose often 38.3 µM), without a hit: at the highest dose activity change, negative = inhibition, hits mostly inhibitors; 410,000 compounds, 1.6% hits; AID 624417, 2012; further: potency means the concentration at half of the fitted maximal effect; on the % scale 0 is the no-effect control and ±100 the full control effect; nearly all actives have a fitted effect of over 55% in size
Target sequence (P43220 whole entry, looked up): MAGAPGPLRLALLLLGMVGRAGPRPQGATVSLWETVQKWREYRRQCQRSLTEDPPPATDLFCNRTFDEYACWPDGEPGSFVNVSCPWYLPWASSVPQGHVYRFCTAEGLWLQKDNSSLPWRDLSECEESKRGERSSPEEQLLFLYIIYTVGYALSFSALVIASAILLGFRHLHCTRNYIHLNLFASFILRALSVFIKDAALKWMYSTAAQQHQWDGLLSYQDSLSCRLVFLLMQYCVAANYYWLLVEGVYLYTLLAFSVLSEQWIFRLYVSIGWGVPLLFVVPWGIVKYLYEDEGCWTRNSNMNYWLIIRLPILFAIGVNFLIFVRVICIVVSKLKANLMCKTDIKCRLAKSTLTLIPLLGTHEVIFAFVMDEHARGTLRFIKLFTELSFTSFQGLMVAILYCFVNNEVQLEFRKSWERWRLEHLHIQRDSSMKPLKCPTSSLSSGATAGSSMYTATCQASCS
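Inverse agonists were sought by their lowering of basal cAMP reporter luciferase output in HEK293 cells stably carrying constitutively active human GLP-1R, after 24 h compound treatment.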
PTHR1 agonist = qHTS for PTHR1 Agonists: Primary Screen. Parathyroid hormone/parathyroid hormone-related peptide receptor (Homo sapiens), Q03431. HEK293 GP2 PTHR1 cells, GloSensor cAMP luminescence, 1 h. Potency, µM (doses to about 115 µM), inactives show at the highest dose activation, most hits filed as activators. 410,000 compounds, 0.075% hits; further: potency means the concentration at half of the fitted maximal effect; nearly all actives have a fitted effect of over 55% in size; some results filed as inactive show a strong effect at the top dose; inactives centre near -15; many of its hits are not listed in these tables
Target sequence (Q03431 whole entry, looked up): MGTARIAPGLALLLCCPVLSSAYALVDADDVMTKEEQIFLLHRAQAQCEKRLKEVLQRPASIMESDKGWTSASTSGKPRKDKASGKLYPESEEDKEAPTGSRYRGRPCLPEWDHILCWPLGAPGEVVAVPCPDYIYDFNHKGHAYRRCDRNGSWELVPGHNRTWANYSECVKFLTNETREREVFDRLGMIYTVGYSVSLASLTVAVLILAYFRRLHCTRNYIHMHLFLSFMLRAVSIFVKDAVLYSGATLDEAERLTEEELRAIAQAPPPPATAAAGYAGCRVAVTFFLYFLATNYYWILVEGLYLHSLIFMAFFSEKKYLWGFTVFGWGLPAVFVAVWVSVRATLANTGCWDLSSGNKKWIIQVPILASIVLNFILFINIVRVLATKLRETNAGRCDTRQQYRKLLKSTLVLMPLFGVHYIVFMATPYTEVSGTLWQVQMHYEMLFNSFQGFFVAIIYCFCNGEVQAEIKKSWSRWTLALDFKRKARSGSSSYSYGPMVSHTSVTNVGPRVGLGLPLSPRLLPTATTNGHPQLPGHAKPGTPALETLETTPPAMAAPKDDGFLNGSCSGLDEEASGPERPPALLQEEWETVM
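HEK-293-derived GP2 cells expressing PTHR1 and a GloSensor cAMP reporter, 3,000/well, plated overnight, given luciferin plus IBMX (each 0.5 mM as added) for 1 h at 37 °C, then compound for 1 h at 37 °C. Luminescence was read after 15 min at room temperature.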
DRD3 antagonist = qHTS of D3 Dopamine Receptor Antagonist: qHTS; AID 652054, 2013; 360,000 compounds, 2.5% hits; D3R cells, DiscoveRx beta-arrestin luminescence, antagonist mode; active compounds read low; D(3) dopamine receptor (Homo sapiens), P35462; max response, negative = inhibition, %; in the data active means max response below about -50%; inconclusive means no clear call, values can overlap the other calls; further: on the % scale 0 is the no-effect control and ±100 the full control effect; mostly tested at two doses, the higher about 12 µM
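Cells plated overnight at 1500 cells/well, then exposed to library compounds with dopamine controls for 90 minutes at 37 degrees C. DiscoveRx reagent added for 30–60 minutes at room temperature; luminescence read, quantitative HTS format.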
aSyn yeast inh = qHTS of alpha-syn Inhibitors; AID 652106, 2013; Potency, µM (titrated, usually from 46.1 µM), without a hit: top-dose growth rescue (activation), usual class: activators; 370,000 compounds, 0.14% hits; Yeast expressing alpha-synuclein, growth rescue, BacTiter-Glo, 24 h; further: potency means the concentration at half of the fitted maximal effect; % of control where 0% means no effect; nearly all actives have a fitted effect of over 65% in size
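Readout is rescue of growth in alpha-synuclein-expressing yeast, so inhibitors of toxicity appear as activators. Growth after 24 hr at 30 deg C in galactose medium is quantified by luminescence.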
GLP-1R agonist = qHTS of GLP-1 Receptor Agonists; AID 624172, 2012; 380,000 compounds, 0.007% hits; HEK293 GLP-1R CRE-luciferase, luminescence, 4-6 h; cells express a hypersensitive GLP-1R form; Glucagon-like peptide 1 receptor (Homo sapiens), P43220; Potency, µM (doses to about 45.6 µM), for inactives: at the top dose activation, usual class: activators; further: potency means the concentration at half of the fitted maximal effect; % of control where 0% means no effect
pAkt inh = HTS Assay for Inhibitors of Akt Phophorylation: Primary Screen | Neuro2A IGF-stimulated pAkt S473 HTRF, 20 min; active compounds read low | activity change, % for hits at 50 µM | 360,000 compounds, 0.32% hits; in the data active means activity change below about -80%; inconclusive means mostly about -51% to -80%; further: on the % scale 0 is the no-effect control and ±100 the full control effect
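Neuro2A cells in DMEM with 0.5% FBS, overnight at 37 deg C, given compound at single 50 µM final, then IGF (6 nM final) for 20 min at 37 deg C. Lysed; phospho-Akt Ser473 by HTRF after 24 h, 665/615 ratio.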
Abeta yeast res = qHTS for compounds that reverse cellular toxicity of Amyloid beta (A-beta) peptide in yeast: Primary Screen; yeast expressing A-beta42, growth rescue, OD600, 48 h; response scale: 0% DMSO, 100% iron-clioquinol control; Potency, µM (doses to about 46.1 µM), without a hit: top-dose growth rescue, hits mostly activators; 410,000 compounds, 0.063% hits; AID 1347071, 2019; further: potency means the concentration at half of the fitted maximal effect; nearly all actives have a fitted effect of over 55% in size
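Growth rescue measured by 600 nm absorbance after 48 h yeast culture at 30 C with compound. Values normalized between DMSO and an equimolar ferric chloride plus clioquinol control.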
FUS yeast rescue = qHTS for Suppressors of FUS Proteinopathy: Primary screen using FUS-linked yeast assay | Potency, µM (doses to about 76.6 µM), inactives show top-dose growth rescue (activation), actives largely listed as activators | 390,000 compounds, 0.24% hits | S. cerevisiae FUS-expressing, growth rescue, OD600, 24 h;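 further: potency means the concentration at half of the fitted maximal effect; plate controls were DMSO vehicle for no effect and reference control for full effect; nearly all actives have a fitted effect of over 55% in size; some results filed as inactive show a strong effect at the top dose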
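Restored growth of FUS-toxic S. cerevisiae, read as 600 nm absorbance after 24 h at 30C in galactose medium (starting OD 0.005). Controls CP55940 and DMSO.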
Active calls of the source: *; i = inactive; ? = inconclusive; . = not tested or not shown; [ ] = dose if it differs, or a comment. Unless noted, the call rests on the fitted dose curve; in most records, active means well fitted curve in the direction sought with a large enough effect; inconclusive means small, poorly fitted or top-dose-only effect, or another doubt; inactive means no such curve, though single readings can be large; an effect the other way counts as inactive or inconclusive. A portion of the library; the hit share may differ from the screen's.

SMILES	TDP43 rescue	GLP1R inv ag	PTHR1 agonist	DRD3 antagonist	aSyn yeast inh	GLP-1R agonist	pAkt inh	Abeta yeast res	FUS yeast rescue
Cc1ccc(C(=O)c2ccccc2C(=O)OCC(=O)NCC2CCCO2)cc1 (stereo not given)	-1%	9%	i	11	5%	8%	i	4%	2%
Cc1cc(C)cc(OCC(=O)Nc2ccc(-c3nc4ccccc4o3)cc2)c1	28%	-5%	-25%	.	.	.	.	-7%	-8%
O=C(CSc1ccc(F)cc1)Nc1nnc(-c2ccco2)o1	-24%	0%	-64%[inhibitor]	-13	0%	2%	i	-5%	4%
C/C=C/c1cccc(-c2nc(C(=O)NC3CCC3)cc3c2[C@@H](CCO)N(S(=O)C(C)(C)C)C3)c1 (stereo not given in full)	20%	0%	i	36	-2%	5%	i	-2%	16%
O=C(CCNS(=O)(=O)c1ccc(OC(F)(F)F)cc1)NC1CC1	-1%	3%	-10%	-3	-3%	6%	i	1%	-6%
COc1ccc(CSc2nc3nc(C)cc(C)n3n2)cc1F	?	54%[activator]	-23%	-3	-3%	9%	i	-15%	2%
O=C(COc1ccccc1[N+](=O)[O-])N/N=C/c1ccc(O)c([N+](=O)[O-])c1	-15%	-8%	i	6	-18%	4%	i	-3%	14%
OC1COC(O)C(O)C1O (stereo not given)	21%	6%	-17%	18	1%	-4%	i	10%	-32%
O=C1CC/C=C\C[C@@H](CC(=O)N(CCO)Cc2ccccc2)C(=O)N[C@H](Cc2ccccc2)CO1	9%	6%	-1%	-7	-6%	11%	i	-3%	-1%
CC1CCC(NC(=O)COc2ccccc2C(N)=O)CC1 (stereo not given)	1%	12%	-5%	13	5%	12%	i	6%	12%
O=C(CCn1c(=O)c2cccn2c2cccnc21)NCc1ccccc1Cl	9%	11%	i	.	.	.	.	-4%	-24%
COC(=O)c1cc(-c2c(C)oc3cc(O)ccc3c2=O)c(C)o1	-20%	6%	-11%[57.5 µM]	-15	3%	-6%	i	16%	13%
NC(=O)CC(NC(=O)Cc1cccc2ccccc12)c1ccc(NC2CCCC2)c([N+](=O)[O-])c1 (stereo not given)	16%	14%	i	-18	2%	11%	i	11%	0%
Cc1cc(Cl)cc(C)c1OCCn1ccnc1	-9%	?	-3%	16	3%	13%	i	-21%	-6%
CN(CC(=O)Nc1c(Cl)cccc1Cl)C(=O)c1cccn1C	-8%	25%	-5%	-8	0%	-1%	i	-17%	9%
Cc1c2cnn(CC(=O)N3CCN(c4ccccc4)CC3)c(=O)c2c(C)n1Cc1ccc(F)cc1	10%	9%	-17%	.	.	.	.	5%	-13%
O=c1cc(-c2ccccc2)n2c(SCc3ccc([N+](=O)[O-])cc3)nnc2[nH]1	?	4%	3%	.	.	.	.	-2%	-16%
Cc1ccc(C)c(N2CCN(CCCNC(=O)Cn3c(-c4cccs4)cc4ccccc43)CC2)c1	5%	?	i	.	.	.	.	31%	33%
CCC1(C)Cc2nc3[nH]c(=S)n(-c4ccccc4)c(=O)c3cc2CO1 (stereo not given)	0%	47%[activator]	-5%	-2	-4%	6%	i	-11%	1%
CC(=O)c1ccc(NC(=O)c2ccc(-c3ccc(Cl)cc3)o2)cc1	11µM*	?	-68%[inhibitor]	.	.	.	.	5%	11%

Already shown: an excerpt of the list.
SMILES	TDP43 rescue	GLP1R inv ag	PTHR1 agonist	DRD3 antagonist	aSyn yeast inh	GLP-1R agonist	pAkt inh	Abeta yeast res	FUS yeast rescue
CN(CC(=O)Nc1c(Cl)cccc1Cl)C(=O)c1cccn1C	-8%	25%	-5%	-8	0%	-1%	i	-17%	9%
Cc1c2cnn(CC(=O)N3CCN(c4ccccc4)CC3)c(=O)c2c(C)n1Cc1ccc(F)cc1	10%	9%	-17%	.	.	.	.	5%	-13%
O=c1cc(-c2ccccc2)n2c(SCc3ccc([N+](=O)[O-])cc3)nnc2[nH]1	?	4%	3%	.	.	.	.	-2%	-16%

Continuation:
SMILES	TDP43 rescue	GLP1R inv ag	PTHR1 agonist	DRD3 antagonist	aSyn yeast inh	GLP-1R agonist	pAkt inh	Abeta yeast res	FUS yeast rescue
CCC(C(=O)NCCc1ccc(C)cc1)n1nc(C)c2c(C)n(-c3ccccc3)nc2c1=O (stereo not given)	-10%	?	-53%[inhibitor]	-79*	5%	1%	i	4%	18%
O=C(Nc1ccc(Br)cn1)c1ccc([N+](=O)[O-])cc1Cl	-12%[0.397 µM]	?	-25%	-9	-8%	26%	i	0%	-5%
CCOC(=O)c1cccc(NC(=O)C2CCCN(S(=O)(=O)c3cc(Br)cc4c3N(C(=O)CC)CC4)C2)c1 (stereo not given)	10%	9%	-3%	.	.	-1%	.	7%	-23%
O=S(=O)(Nc1ccccc1)c1ccc(NS(=O)(=O)c2cccs2)cc1	-2%	1%	-5%	-9	5%	7%	i	8%	11%
COc1ccccc1-c1nc(C#N)c(N2CCC(C(N)=O)CC2)o1	-3%	0%	i	13	-1%	-6%	i	18%	10%
O=C(c1ccc(Br)cc1)N(Cc1nc2ccccc2c(=O)[nH]1)C1CCCC1	-12%	?	-35%[inhibitor]	-4	27%	11%	i	-3%	55%
COc1ccccc1NC(=O)C(C)N(C)Cc1ccc(Cl)s1 (stereo not given)	12%	?	-17%	23	-1%	23%	i	28%	-10%
CN(C)c1ccc(CN(C(=O)c2ccco2)C2CCS(=O)(=O)C2)cc1 (stereo not given)	-12%	-10%	i	?	1%	-8%	i	6%	2%
COc1ccc(Nc2cc(C(=O)NCCCN3CCN(C)CC3)c3ccccc3n2)cc1OC	6%	?	i	8	-8%	-4%	i	-7%	14%
CCOc1ccc(-n2nc3ccc(NC(=O)Cc4ccccc4)cc3n2)cc1	?	?	-9%	.	.	.	.	0%	?
COC(=O)CSc1nnc(-c2ccco2)n1-c1ccc(C)cc1	25%	7%	i	-2	-2%	4%	i	-1%	9%
COc1ccc(N(CCCN2C(=O)c3cccc4cccc(c34)C2=O)C(=O)c2cccnc2)cc1	-23%[9.22 µM]	32%[activator][7.66 µM]	i	-26	0%	?	i	-6%	35%
Cc1ccc(OCC(=O)N2CCCC(CO)(CCOc3ccccc3)C2)cc1 (stereo not given)	?	?	-81%[inhibitor]	3	8%	4%	i	2%	.
Cc1cc2ccccc2n1CCC(=O)O	5%	11%	-57%[inhibitor]	1	1%	0%	i	-5%	7%
Cc1ccc(OCC(=O)Nc2cc(-c3cccc(C)c3)nn2-c2ccccc2)cc1	16%	8%	i	.	.	.	.	-12%	3%
CCn1c(CCc2ccccc2)n[nH]c1=S	15%	-7%[7.66 µM]	3%	0	9%	0%	i	15%	-5%
C#Cc1ccc([C@@H]2C=C(C(=O)O)O[C@H](OCc3ccc(CO)cc3)C2)cc1	21%	7%	9%	26	3%	-3%	i	3%	-13%
CCCS(=O)(=O)N1CCC(N2CCN(Cc3ccc(F)cc3)C(=O)C2=O)CC1	10%	9%	-5%	.	.	.	.	-12%	-11%
CCCCNC(=O)c1onc(CSc2cccc(F)c2)c1C(=O)O	-3%	?	-2%	-12	-8%	-1%	i	-2%	-16%
O=C(/C=C/c1cccs1)Nc1nc(-c2ccccc2)cs1	2%	0%	-28%[57.5 µM]	34	-5%	-17%	.	-3%	19%

Complete entries, quoted from the list. Screens in order: TDP43 rescue	GLP1R inv ag	PTHR1 agonist	DRD3 antagonist	aSyn yeast inh	GLP-1R agonist	pAkt inh	Abeta yeast res	FUS yeast rescue
Entry for CCCCNC(=O)c1onc(CSc2cccc(F)c2)c1C(=O)O → -3%	?	-2%	-12	-8%	-1%	i	-2%	-16%
Entry for COC(=O)CSc1nnc(-c2ccco2)n1-c1ccc(C)cc1 → 25%	7%	i	-2	-2%	4%	i	-1%	9%

More results
SMILES	TDP43 rescue	GLP1R inv ag	PTHR1 agonist	DRD3 antagonist	aSyn yeast inh	GLP-1R agonist	pAkt inh	Abeta yeast res	FUS yeast rescue
Cc1cc(C)nc(SC2CC(=O)N(c3ccc(Cl)cc3)C2=O)n1 (stereo not given)	2%	-4%	-60%[inhibitor]	-17	-3%	11%	i	-18%	14%
CN(C)S(=O)(=O)c1ccc(C(=O)Nc2cccc(C(=O)N3CCOCC3)c2)cc1	4%	0%	-11%	6	4%	-5%	i	-19%	.
CCCc1[nH]nc2c1C(C1CCCCC1)C(C#N)=C(N)O2 (stereo not given)	21%	?	-9%	-3	3%	-5%	i	4%	-1%
O=C(CNCc1ccccc1Cl)Nc1ccc(C(=O)N2CCCCC2)cc1	12%	-9%	-21%	1	6%	6%	i	0%	26%
COc1ccc2c(c1)CCC1(C)CC(=O)C(Br)=C21 (stereo not given)	?	26%	i	-7	?	0%	i	-29%	8%
CCCNC(=S)N1CCC(NC(=O)c2cccc(C)c2)CC1	-7%	5%	-3%	-25	-10%	5%	i	-15%	2%
COc1cc(OC)c(NC(=O)Cn2cnc3sc(C)c(S(=O)(=O)N4CCN(C)CC4)c3c2=O)cc1Cl	-14%	-2%	14%	.	.	.	.	-21%	-13%
CC1(C)c2cc(Cl)ccc2-n2c1cc(O)c(-c1ccccc1)c2=O	-9%[1.82 µM]	9%	-24%	-6	14%	8%	i	?	23%
NC(=O)c1cc(Cc2ccccc2)sc1NC(=O)c1ccco1	?	?	i	14	-17%	9%	.	-58%[inhibitor]	29%
